# TcdB inh – blocks C. difficile toxin B glycohydrolase activity; P18177; TcdB glycohydrolase enzymatic assay, plate reader; inhibition, % at 9.99 µM; 350,000 compounds, 0.24% hits; AID 652162; in the data active means inhibition above about 10%
# Target sequence (P18177 whole entry, looked up): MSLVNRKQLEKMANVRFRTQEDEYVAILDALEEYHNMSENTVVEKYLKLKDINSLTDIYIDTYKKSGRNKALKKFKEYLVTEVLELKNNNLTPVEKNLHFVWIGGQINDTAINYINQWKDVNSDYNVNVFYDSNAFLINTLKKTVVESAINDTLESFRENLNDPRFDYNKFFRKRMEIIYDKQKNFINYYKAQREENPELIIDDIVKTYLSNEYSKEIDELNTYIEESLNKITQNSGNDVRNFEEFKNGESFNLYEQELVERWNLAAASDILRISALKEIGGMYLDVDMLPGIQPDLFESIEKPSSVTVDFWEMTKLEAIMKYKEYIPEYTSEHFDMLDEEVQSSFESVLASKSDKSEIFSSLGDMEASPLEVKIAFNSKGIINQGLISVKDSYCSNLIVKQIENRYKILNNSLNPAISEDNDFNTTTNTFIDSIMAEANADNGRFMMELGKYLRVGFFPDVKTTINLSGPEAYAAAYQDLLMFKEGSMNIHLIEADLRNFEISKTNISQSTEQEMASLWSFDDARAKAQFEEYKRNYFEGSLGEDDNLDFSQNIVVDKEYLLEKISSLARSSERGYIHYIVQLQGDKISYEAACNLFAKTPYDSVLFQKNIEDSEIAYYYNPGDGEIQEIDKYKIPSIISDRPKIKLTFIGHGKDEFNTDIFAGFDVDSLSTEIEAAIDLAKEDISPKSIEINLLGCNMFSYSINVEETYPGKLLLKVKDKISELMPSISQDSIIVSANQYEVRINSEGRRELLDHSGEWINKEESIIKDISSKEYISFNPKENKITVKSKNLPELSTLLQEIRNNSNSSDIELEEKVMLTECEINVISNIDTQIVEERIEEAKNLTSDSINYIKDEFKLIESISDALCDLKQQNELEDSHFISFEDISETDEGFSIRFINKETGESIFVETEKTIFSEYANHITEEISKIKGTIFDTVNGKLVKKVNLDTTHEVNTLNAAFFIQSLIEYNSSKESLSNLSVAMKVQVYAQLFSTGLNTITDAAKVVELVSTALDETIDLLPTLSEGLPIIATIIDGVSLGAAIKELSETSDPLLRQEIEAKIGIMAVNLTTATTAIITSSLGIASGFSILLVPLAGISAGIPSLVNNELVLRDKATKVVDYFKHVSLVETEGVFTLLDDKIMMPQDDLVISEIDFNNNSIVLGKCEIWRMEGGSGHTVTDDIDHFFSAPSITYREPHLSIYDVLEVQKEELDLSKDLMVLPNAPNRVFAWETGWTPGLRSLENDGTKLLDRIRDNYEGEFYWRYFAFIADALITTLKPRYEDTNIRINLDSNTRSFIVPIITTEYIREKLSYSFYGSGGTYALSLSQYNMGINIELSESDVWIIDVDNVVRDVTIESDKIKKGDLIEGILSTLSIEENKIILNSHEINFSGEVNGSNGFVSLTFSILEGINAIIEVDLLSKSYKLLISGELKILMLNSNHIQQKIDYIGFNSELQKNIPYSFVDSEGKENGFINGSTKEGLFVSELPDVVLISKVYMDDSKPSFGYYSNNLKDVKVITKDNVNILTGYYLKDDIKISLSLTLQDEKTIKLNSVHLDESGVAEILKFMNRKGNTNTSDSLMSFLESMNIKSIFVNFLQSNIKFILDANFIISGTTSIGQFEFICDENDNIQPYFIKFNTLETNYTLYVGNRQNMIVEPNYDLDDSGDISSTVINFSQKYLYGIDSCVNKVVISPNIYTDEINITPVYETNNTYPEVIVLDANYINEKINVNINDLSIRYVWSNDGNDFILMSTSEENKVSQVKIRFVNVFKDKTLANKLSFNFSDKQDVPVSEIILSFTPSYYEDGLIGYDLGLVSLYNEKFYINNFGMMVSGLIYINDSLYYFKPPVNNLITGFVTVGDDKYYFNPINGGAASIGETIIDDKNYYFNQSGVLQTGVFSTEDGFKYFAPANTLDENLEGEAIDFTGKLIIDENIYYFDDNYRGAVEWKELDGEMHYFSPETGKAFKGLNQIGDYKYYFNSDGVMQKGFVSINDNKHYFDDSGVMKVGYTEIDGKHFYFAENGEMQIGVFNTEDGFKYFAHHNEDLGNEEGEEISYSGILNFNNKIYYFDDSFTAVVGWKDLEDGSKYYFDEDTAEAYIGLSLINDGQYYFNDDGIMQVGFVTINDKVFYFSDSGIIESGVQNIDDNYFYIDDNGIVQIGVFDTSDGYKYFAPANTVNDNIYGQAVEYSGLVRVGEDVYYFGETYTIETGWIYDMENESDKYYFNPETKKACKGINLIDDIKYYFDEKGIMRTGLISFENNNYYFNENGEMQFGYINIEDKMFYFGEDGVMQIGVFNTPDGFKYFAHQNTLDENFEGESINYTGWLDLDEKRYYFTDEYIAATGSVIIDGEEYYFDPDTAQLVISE
# Y pestis TopoI – Y. pestis Topo-I inhibition via cleavage products. Y. pestis Topo-I cleavage product accumulation, plate reader. activity, % at 10 µM. 360,000 compounds, 0.064% hits. AID 504884; in the data active means activity above about 50%, passing the limit was not always enough; inconclusive means no clear call, values can overlap the other calls; further: inactives centre near 2
# PfHsp40 rescue – compounds rescuing yeast from Plasmodium falciparum HSP40 toxicity; S. cerevisiae expressing PfHsp40, growth rescue, ATP luminescence; 340,000 compounds, 0.68% hits; growth rescue, % at 12.5 µM; AID 504582; in the data active means growth rescue above about 28%, passing the limit was not always enough; inconclusive means no clear call, values can overlap the other calls;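 further: yeast W303a lacking pdr1 and pdr3 grown in galactose medium; growth measured after three days at 30 °C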
# SSB-PriA inh – K. pneumoniae PriA-SSBct interaction inhibition | AlphaScreen SSBct-PriA binding, biotinylated peptide | inhibition, % at 33 µM | 430,000 compounds, 0.6% hits | AID 1272365; in the data active means inhibition mostly above about 37%, no sharp cut-off; inactive means mostly below about 20%;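 further: plate controls were negative control peptide for no effect and reference peptide for full effect; strong numbers were not always called active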
# PrPC TRFRET – inhibitors of human cell surface prion protein PrPC. 370,000 compounds, 0.43% hits. AID 720596. inhibition, % at 13.8 µM. TR-FRET read-out; in the data active means inhibition above about 24%; further: 0% = median of the test wells and 100% = reference compound wells
# Anthrax LF inh2 – blocks Bacillus anthracis lethal factor protease | P15917 | multiplex microsphere protease cleavage assay, LF | inhibition, % at 10 µM | 360,000 compounds, 0.12% hits; further: plate controls were buffer without enzyme for full effect and enzyme alone for no effect
# BoNT A protease – blocks Botulinum neurotoxin A light chain protease; multiplex microsphere protease substrate cleavage, flow cytometry; inhibition, % at 10 µM; 360,000 compounds, 0.17% hits; AID 588499; further: plate controls were buffer without enzyme for full effect and enzyme alone for no effect
# 3CLpro inhibitor – SARS-CoV 3CLpro protease inhibition | P0C6X7 | recombinant SARS-CoV 3CLpro, quenched FRET peptide cleavage | inhibition, % at 6 µM | 290,000 compounds, 0.14% hits | AID 1706; in the data active means inhibition above about 12%
# BH1578 lux ind – inducers of Vibrio cholerae quorum light production without autoinducers. 350,000 compounds, 0.16% hits. AID 588436. activation, % at 18.7 µM. V. cholerae BH1578 lux reporter, luminescence, 6 h; in the data active means activation mostly above about 9.7%, no sharp cut-off; inconclusive means no clear call, values can overlap the other calls; inactive means mostly below about 3.7%; further: not every result past the cut was called active; inactives centre near 0; reference of the scale not given here
# The depositor's hits bear a star; i = inactive; u = inconclusive; x = not tested or not shown; & = joins results of further samples. Unless noted, no stated cut-off is given here; in the data, active means inhibition above about 30%; inconclusive means no clear call, values can overlap the other calls; inactive means below that.
SMILES,TcdB inh,Y pestis TopoI,PfHsp40 rescue,SSB-PriA inh,PrPC TRFRET,Anthrax LF inh2,BoNT A protease,3CLpro inhibitor,BH1578 lux ind
O=C1OCC/C1=C\OCCCO/C=C1\CCOC1=O,0.7,7,-0.7,-12,6,-10,1.2,0,-0.4
N=c1sccn1CC(=O)Nc1cccc(S(N)(=O)=O)c1,0.1,6,0.0,-4,11,0,-0.7,4,i
COC(=O)c1ccc(C)c(NS(=O)(=O)c2ccc3c(c2)OCCO3)c1,x,0,1.0,-3,x,-6,-1.6,7,i
Cc1cccc2nc(CSc3ccccc3C(=O)O)cn12,-0.7,-2,-0.4,1,8,-1,0.1,-3,0.0
Cc1ccc(NC(=O)CCNS(=O)(=O)c2ccc3c(c2)oc(=O)n3C)cc1C,x,-1,-0.4,-9,5,-3,2.3,-5,-0.5
O=C(Cn1cncn1)N/N=C/c1cccc2ccccc12,x,-3,-0.4,x,-3,-1,0.3,-3,-3.8
O=C1[C@H](Cc2ccccc2)NCC=CC[C@@H](c2ccc(Cl)cc2)N1Cc1ccc(Cl)cc1,-0.5,u,u,-9,-1,2,0.1,x,-0.8
CN(CCCNC(=O)Cn1cccc1C(=O)c1ccccc1)C1CCCCC1,1.8,0,-0.3,-5,-7,-3,-0.8,1,-0.3
FC(F)(F)c1cccc(-c2nc(COc3ccc(Cl)cc3Cl)no2)c1,-0.4,-9,1.1,-8,-3,-13,-0.9,-4,-0.5
COc1ccc(N=Cc2c(O)cc(C)oc2=O)cc1,1.5,5,0.0,5,4,-9,0.5,-1,i
CC1(NC(=O)C2CCN(C(=O)Nc3ccccc3)CC2)CCS(=O)(=O)C1 (stereo not given),0.5,6,-1.2,5,-3,3,-0.5,-1,-0.3
Cc1ccccc1Nc1nc(N)nc(COC(=O)c2c(C)noc2C)n1,1.4,-1,0.4,-1,12,-8,0.2,x,i
COc1cccc(CC(NC(C)=O)C(=O)NC2CCN(c3nc(C)cc(C)c3C#N)CC2)c1 (stereo not given),x,0,0.3,-19,8,7,1.8,-5,x
Cc1cccc(C(C(=O)NC2CCCCC2)N(Cc2cccnc2)C(=O)c2csnn2)c1 (stereo not given),-1.6,10,0.1,1,7,-2,-0.1,1,-4.0
O=S(=O)(c1ccc2ccccc2c1)N1CCCCCC1,0.3,5,0.5,-53,-4,2,-0.7,7,1.0
Cc1c(C(=O)c2ccc(F)cc2)c2ccccn2c1CCc1ccccn1,-2.3,-7,x,10,-6,-6,1.4,7,-0.1
N#C/C(=C(/O)CSc1nnc(Cc2cccs2)n1C1CCCCC1)c1nc2ccccc2[nH]1,x,3,-2.2,x,-1,2,2.2,-1,i
Cc1nc2ccccc2c(=O)n1NC(=O)C1CC1,2.3,-1,-0.6,-14,-10,2,0.4,1,-0.3
CCCCOC(=O)Nc1nnc(CC(=O)NCc2ccccc2)s1,0.3,-20,-1.5,-1,17,13,-5.3,-1,-0.3
Cc1ccccc1NC(=O)Cc1cccs1,0.1,4,-0.8,-5,-3,8,-1.4,1,i
C=CCOc1ccc(/C=C(\C#N)C(=O)Nc2ccccn2)cc1OC,0.6,9,0.3,1,-1,-3,-1.3,-2,i
COc1c(C)cc(C(=O)C2CCCN(Cc3cccc(O)c3)C2)cc1C (stereo not given),0.6,10,0.5,6,-5,-2,-1.0,2,1.8
Cc1c(C(=O)N2CCCc3ccccc32)oc2ccc(S(=O)(=O)N3CCOCC3)cc12,0.8,10,2.0,7,-2,-1,-2.5,1,-0.8
CCC(C)C(NC(=O)C1CCC(C)CC1)C(=O)NCCc1ccc(S(N)(=O)=O)cc1 (stereo not given),0.7,7,0.6,-7,4,-2,-0.8,-1,i
CCOc1ccccc1-n1nnnc1SCc1nc2ccccc2s1,x,25,2.4,-6,-2,-3,-4.2,2,-1.0

# Continuation:
SMILES,TcdB inh,Y pestis TopoI,PfHsp40 rescue,SSB-PriA inh,PrPC TRFRET,Anthrax LF inh2,BoNT A protease,3CLpro inhibitor,BH1578 lux ind
CC(C)C(=O)Nc1cccc(S(=O)(=O)NC2=NCCC2)c1,0.7,0,x,x,-2,-3,-0.2,x,-0.5
Nc1c(S(=O)(=O)c2ccccc2)c2nc3ccccc3nc2n1Cc1ccco1,x,4,-1.8,-21,2,u,u,-2,-0.2
O=C(Nc1ccccc1)c1cc(C2COCCN2C(=O)c2ccccn2)on1 (stereo not given),0.3,-3,x,x,-5,-2,0.4,x,i
O=C1c2ccccc2C(=Cc2cccnc2)c2ccccc21,7.1,-5,x,x,-19,2,5.2,x,i
O=C(O)CCc1ccc(-c2ccc(F)cc2)n1Cc1ccco1,x,-1,-0.1,-13,-4,-4,-1.3,10,-0.4
O=c1c(-c2ccccc2)c(-c2ccccc2)oc2cc(O)cc(O)c12,1.0,5,1.3,13,2,20,1.1,7,0.6
CCN(CC(=O)Nc1c(F)cccc1F)C(=O)c1cc2ccccc2oc1=O,1.5,-6,-0.2,-6,-4,1,1.0,x,-2.5
CCCCc1nnc(NC(=O)C2CC(=O)N(Cc3ccccc3)C2)s1 (stereo not given),0.1,13,-0.3,-5,3,-1,3.4,4,i
CCNC(=O)CSc1nc2cc([N+](=O)[O-])ccc2n1-c1cccc(C(F)(F)F)c1,x,-1,0.8,-3,1,2,1.3,3,-0.2
CN(C)CC(=O)N1CCc2ccccc2C1,-1.7,10,-1.5,-1,0,-1,-0.5,-6,-0.1
CC(OC(=O)c1ccc(Cl)c(S(N)(=O)=O)c1)C(=O)NCC1CCCCC1 (stereo not given),-0.3,4,-0.9,-10,4,-8,0.2,x,i
CCOC(=O)c1nn(-c2ccc(F)cc2)c(=O)cc1OCC(=O)N1CCN(c2ccccc2)CC1,0.4,10,0.1,-2&-3,3,4,11,x,i
CCN1C[C@@H]2[C@@H]3C(=O)N(Cc4ccccc4)C(=O)[C@@H]3[C@](CC)(C1=O)N2C(=O)c1ccc(C(F)(F)F)cc1,-2.1,5,-1.0,-3,-1,-6,-0.1,x,i
COc1cc2c(cc1OC)C(C)NCC2 (stereo not given),1.4,0,-0.2,-5,-8,0,-0.3,x,-0.6
Cc1csc(=Nc2c(C)n(C)n(-c3ccccc3)c2=O)n1-c1ccccc1,1.4,2,-0.5,-1,-4,2,-0.9,1,i
CCc1c(C)sc2nc3c(C(=O)N4CCOCC4)cc(C(=O)c4cc(F)ccc4O)cn3c(=O)c12,-1.8,5,-0.5,6,5,20,20,7,-0.2
CCCOc1ccc(OCCNC2CCCC2)cc1,x,-1,0.5,-3,1,0,0.5,7,-0.2
CCOC(=O)c1sc2nc(C)nc(NCc3ccc(F)cc3)c2c1C,1.6,1,1.3,-18,4,-6,-0.8,2,i
CCCn1c2ccccc2c2cnn(CC(=O)N3CCN(C4CCCCC4)CC3)c(=O)c21,x,5,0.4,-6,x,1,0.4,-3,-0.4
CCSc1ncc(Cl)c(C(=O)Nc2ccc(S(=O)(=O)Nc3onc(C)c3C)cc2)n1,x,2,0.9,8,-4,-2,-0.3,7,i
COc1ccccc1NC(=O)CNC(=O)c1ccccc1C,x,-7,-1.1,-10,-1,-1,-2.7,7,-0.2
C[C@@H]1CN([C@H](C)CO)C(=O)CCCn2cc(nn2)CO[C@H]1CN(C)C(=O)Cc1ccccc1,6.9&-1.5,5,x,x,-1,0,0.1,x,2.4
O=C(NC1CCCc2c1cnn2-c1cc(F)cc(F)c1)c1cc[n+]([O-])cc1 (stereo not given),0.9,-1,-1.1,3,-4,-3,-0.3,0,-0.4
CC(=O)c1cccc(Nc2ccc(C#N)cc2)c1,2.4,x,x,x,15,4,0.8,x,x
COC(=O)c1ccc(NC(=S)NCc2ccco2)cc1,0.6,3,1.0,-12,5,-10,-1.2,1,-0.2

# The list continues:
SMILES,TcdB inh,Y pestis TopoI,PfHsp40 rescue,SSB-PriA inh,PrPC TRFRET,Anthrax LF inh2,BoNT A protease,3CLpro inhibitor,BH1578 lux ind
CCOC(=O)N1CCN(C(=O)CNC(=O)c2nn(-c3ccc(OC)c(Cl)c3)c(=O)c3ccccc23)CC1,1.4,6,0.5,-9,-8,-6,-4.7,0,i
Cc1cc(C)n2c(Nc3ccc4c(c3)OCCO4)c(C(C)C)nc2n1,-1.6,x,x,x,15,-10,-0.4,x,x
CCCNC(=O)C1(C)CCCN(C(=O)c2cccnc2Oc2ccccc2)C1 (stereo not given),-1.0,3,x,x,-2,-1,0.1,x,2.5
CC(C)Cn1c(=O)c(C(=O)Nc2ccccc2S(N)(=O)=O)c(O)c2ccccc21,0.9,-6,0.1,-12,5,-1,-0.3,-8,-0.4
CC1=C(C(=O)OC(C)C)C(c2ccc3c(c2)OCO3)NC(=O)N1 (stereo not given),0.3,0,-0.4,0,-3,17,-4.5,-4,i
Cc1ccc(NC(=O)C2(N(C(=O)Cn3nnnc3N)c3ccc(C)cc3)CCCCC2)cc1,x,33,-0.2,4,0,2,0.5,-6,i
CCOc1ccc2nc(NCCNS(=O)(=O)c3ccccc3)c(C#N)cc2c1,0.0,4,2.9,-8,-7,-15,4.2,-29,i
O=C(CSc1ccc(F)cc1)Nc1ccc(Br)cc1,-0.2,-2,5.6,-10&-17,8,0,-0.1,4,-0.2
COc1ccc(CNS(=O)(=O)c2cn(C)c(=O)n(C)c2=O)cc1,1.3,-3,1.9,6&-13,-6,-4,1.9,2,-0.7
CCOC(=O)c1sc2nc(CC(=O)OC)nc(NCc3ccc(F)cc3)c2c1C,x,5,-1.7,-25,-14,-3,-2.8,0,i
CC1CCCCC1NC(=O)CCS(=O)(=O)c1ccc(Cl)cc1 (stereo not given),-0.3,1,0.0,-4,4,-3,-6.0,x,i
O=C(CSCc1cc(=O)n2ccsc2n1)Nc1ccc(F)cc1,2.9,1,-1.4,-15,-4,1,-0.1,-2,-3.8
CC(=O)Nc1ccc(OCC(O)Cn2cccn2)cc1 (stereo not given),0.1,1,-1.6,-9&-7,4,6,-0.7,3,i
CSc1ccccc1NC(=O)c1ccc(N2CCCC2=O)cc1,1.5,7,0.8,2,8,9,-0.1,x,-6.2
COCCn1c(N)c(S(=O)(=O)c2cccs2)c2nc3ccccc3nc21,0.1,1,0.1,-12,-9,-5,1.9,-4,-3.6
COc1ccccc1CNCC(=O)Nc1ccc(N(C)C)cc1,1.1,-4,1.3,0,-6,7,1.1,7,-1.2
CCOC(=O)Cn1c(=O)c(-c2ccccc2NC)nc2ccccc21,x,-2,-0.7,5,-4,0,-0.4,-4,-0.3
COc1cccc(-n2cnnn2)c1,x,3,-0.4,5,2,1,-2.2,-5,i
COC(=O)Cc1ccc(NC(=S)Nc2cccc(C)n2)cc1,1.4,20,3.0,-5,-1,-7,-0.5,-2,-0.3
C[C@H](NC(=O)c1nc[nH]c1C(=O)NCc1ccccc1)C(=O)OCc1ccccc1,0.9,-4,-0.7,-5,7,1,-0.5,0,-1.6
COc1cccc(C(C)(O)c2nc(-c3cnc4ccccc4c3)cs2)c1 (stereo not given),1.3,0,x,x,2,-2,0.3,x,-0.3
CC(=O)c1sc(C(=O)O)c(-c2ccco2)c1-c1ccco1,-0.9,4,2.7,-12,-6,-11,u,3,0.7
C=CCNC(=O)c1ccc(OC)cc1,-0.7,-4,-0.3,-8,3,0,-2.8,0,-0.6
CCCC(=NCCc1c(C)[nH]c2ccccc12)C1=C(O)CC(c2ccccc2)CC1=O (stereo not given),x,3,-0.5,4,4,-4,-0.5,-1,-0.4

# 2 of these compounds in a different format.
smiles: CCOC(=O)Cn1c(=O)c(-c2ccccc2NC)nc2ccccc21
  TcdB inh: x | Y pestis TopoI: -2 | PfHsp40 rescue: -0.7 | SSB-PriA inh: 5 | PrPC TRFRET: -4 | Anthrax LF inh2: 0 | BoNT A protease: -0.4 | 3CLpro inhibitor: -4 | BH1578 lux ind: -0.3
smiles: COc1cccc(-n2cnnn2)c1
  TcdB inh: x | Y pestis TopoI: 3 | PfHsp40 rescue: -0.4 | SSB-PriA inh: 5 | PrPC TRFRET: 2 | Anthrax LF inh2: 1 | BoNT A protease: -2.2 | 3CLpro inhibitor: -5 | BH1578 lux ind: i

# An excerpt; the hit share may differ from the screen's.
